# GC-A act = GC-A stimulated cGMP production enhancers – HEK293 GC-A cells, cGMP TR-FRET, EC30 ANP, primary screen | Atrial natriuretic peptide receptor 1 (Homo sapiens), P16066 | 0% at EC30 ANP, 100% saturating ANP | activation, % at 10 µM | actives 0.14% (n = 370,000) | AID 1671463, 2021; in the data active means activation above about 40%
# ARFGAP1 inhibitor = inhibitors of rat ARFGAP1 GAP activity, primary screen, biochemical, fluorescence polarization, GDP tracer. actives 0.26% (n = 360,000). Arfgap1-stimulated ARF1 GTP hydrolysis, GDP FP detection. AID 651572, 2012. ADP-ribosylation factor GTPase-activating protein 1 (Rattus norvegicus), Q62848. inhibition, % at 16.5 µM;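 active means inhibition above a per-plate limit, mean inhibition of low control wells plus 3 SD, cut at about 25% in these data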;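 further: 0% = DMSO wells with enzyme and 100% = wells lacking Arfgap1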
# Target sequence (Q62848 1-136 limits assumed): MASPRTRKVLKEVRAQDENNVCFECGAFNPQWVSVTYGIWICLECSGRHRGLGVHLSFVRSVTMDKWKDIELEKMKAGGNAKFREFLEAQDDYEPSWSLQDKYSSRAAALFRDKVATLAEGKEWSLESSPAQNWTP
#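 material = rat Arfgap1 catalytic domain, aa 1-136 | also added = human ARF1(Δ1-17)-GTP substrate | compound dosing = one concentration, 16.5 µM, DMSO 1.26% | times = GTP hydrolysis reaction 2 h at 25 °C | measured by = FP, GDP Alexa 633 tracer displaced from anti-GDP antibody, 620/688 nm | evaluation = percent inhibition of Arfgap1-stimulated GTP hydrolysis | replication = single well per compound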
# ADAM10 inh = human ADAM10 inhibitors, primary screen, biochemical, QFRET, HTS; actives 0.62% (n = 370,000); recombinant ADAM10, EDANS/DABCYL FRET peptide cleavage, 3 h; inhibition, % at 7 µM; AID 720582, 2013; Disintegrin and metalloproteinase domain-containing protein 10 (Homo sapiens), O14672;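 active means inhibition above a per-campaign cutoff equal to the mean of compounds falling between control-based bounds plus 3 SD, cut at about 20% in these data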;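 further: 0% = DMSO wells while the 100% control is not disclosed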
# GC-B act = human GC-B receptor activators, primary screen, HEK293 GC-B cells, cGMP TR-FRET, EC30 CNP; Atrial natriuretic peptide receptor 2 (Homo sapiens), P20594; 0% at EC30 CNP, 100% saturating CNP; activation, % at 10 µM; actives 0.11% (n = 370,000);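 active means activation at 10 µM reaching about 35% in either raw or pattern-adjusted values, limit read from the data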
# rCAG binder = binders of r(CAG) RNA repeats, primary screen, biochemical, fluorescence; inhibition, % at 3 µM; actives 1.3% (n = 370,000); r(CAG) RNA repeat, TO-PRO-1 dye displacement fluorescence;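 active means inhibition above the plate cutoff, the mean of all test compounds on that plate plus 3 SD, cut at about 35% in these data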;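 further: 0% = DMSO alone and 100% = 100 µM mitoxantrone as full dye displacement; higher means more dye released from RNA so lower well fluorescence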
# GAA850 FXN act = FXN promoter activators, primary screen, cell-based, luciferase luminescence, HEK293 lucGAA850. activation, % at 6 µM. HEK293 lucGAA850 FXN promoter luciferase reporter, 24 h; percent of 10 µM SAHA response. AID 540364, 2011. actives 0.56% (n = 360,000);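 active means activation above the average of all compounds screened plus 3 SD, cutoff fixed separately per campaign, cut at about 7.5% in these data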;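 further: 0% = DMSO wells and 100% = 10 µM SAHA wells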
# DDE Tn6 FP inh = inhibitors of Tn6 peptide binding to fibrin DD(E), primary screen, biochemical, fluorescence polarization, human fibrin, Tn6 probe. actives 0.21% (n = 370,000). AID 720509, 2013. inhibition, % at 8.3 µM. Fibrin DD(E) TRITC-Tn6 fluorescence polarization displacement;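 active means inhibition above a per-campaign cutoff: mean of compounds within control limits plus 3 SD, cut at about 15% in these data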;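 further: 0% = median of all compound wells on the plate and 100% = blocking peptide control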
# ASAP1 GAP inh = inhibitors of human ASAP1 ArfGAP activity, primary screen, biochemical, fluorescence polarization. Arf-GAP with SH3 domain, ANK repeat and PH domain-containing protein 1 (Homo sapiens), …. ASAP1-stimulated ARF1 GTP hydrolysis, GDP FP detection. inhibition, % at 16.5 µM. actives 0.19% (n = 360,000). AID 624377, 2012; in the data active means inhibition above about 25%;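 further: 0% = vehicle with enzyme and substrate and 100% = no enzyme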
# Target sequence (Q9ULH1 325-724 limits assumed): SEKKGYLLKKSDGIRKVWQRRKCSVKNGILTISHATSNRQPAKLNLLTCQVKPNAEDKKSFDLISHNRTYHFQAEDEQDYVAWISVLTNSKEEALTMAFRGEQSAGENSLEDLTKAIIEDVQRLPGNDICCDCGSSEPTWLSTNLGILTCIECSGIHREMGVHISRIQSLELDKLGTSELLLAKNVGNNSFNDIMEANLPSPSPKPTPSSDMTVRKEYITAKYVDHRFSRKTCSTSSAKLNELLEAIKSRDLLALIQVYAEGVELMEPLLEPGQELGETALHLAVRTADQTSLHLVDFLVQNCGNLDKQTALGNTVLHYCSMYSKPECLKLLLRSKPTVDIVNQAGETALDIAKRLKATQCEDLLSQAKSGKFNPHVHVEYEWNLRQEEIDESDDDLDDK
# proKLK7 act = proKLK7 zymogen activators, primary screen, biochemical, fluorescence intensity. actives 0.9% (n = 370,000). purified proKLK7, EDANS-DABCYL substrate fluorescence; 100% is mature enzyme control, 0% vehicle. Kallikrein-7 (Homo sapiens), P49862. activation, % at 7 µM;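 active means activation above the mean of all tested compounds plus 3 SD, computed per campaign excluding outliers beyond control limits, cut at about 13% in these data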
# Target sequence (P49862 whole entry, looked up): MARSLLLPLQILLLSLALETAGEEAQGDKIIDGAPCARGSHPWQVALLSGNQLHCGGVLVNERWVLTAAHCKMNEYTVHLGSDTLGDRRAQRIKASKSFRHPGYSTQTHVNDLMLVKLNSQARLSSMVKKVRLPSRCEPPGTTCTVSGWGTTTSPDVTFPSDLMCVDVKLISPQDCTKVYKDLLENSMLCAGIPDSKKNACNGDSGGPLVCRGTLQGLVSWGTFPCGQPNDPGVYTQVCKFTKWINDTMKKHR
# HGIII-sPLA2 inh = human group III sPLA2 inhibitors, primary screen, biochemical, QFRET, BODIPY PC-A2 liposome substrate. Group 3 secretory phospholipase A2 (Homo sapiens), Q9NZ20. inhibition, % at 12.2 µM. actives 0.56% (n = 370,000). QFRET BODIPY PC-A2 liposome hydrolysis, fluorescence;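 active means inhibition above mean plus 3 SD of compounds lying within the high and low control bounds, cut at about 19% in these data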;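 further: 0% = median of test compound wells and 100% = no enzyme DMSO wells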
# Numbers without * were called inactive; i = inactive; · = no result given.
cpd	SMILES	GC-A act	ARFGAP1 inhibitor	ADAM10 inh	GC-B act	rCAG binder	GAA850 FXN act	DDE Tn6 FP inh	ASAP1 GAP inh	proKLK7 act	HGIII-sPLA2 inh
1	CCC(=O)OCC(=O)Nc1cc(S(=O)(=O)N(C)C)ccc1Cl	-4	-13	10	2	-4	-0.1	10	-2	-0.1	-2
2	Cc1ccsc1/C=N/NC(=O)c1nnn(-c2nonc2N)c1-c1ccccc1	4	4	2	0	3	-5.8	-5	0	0.7	-7
3	O=C(Cc1ccccc1)NNC(=O)Nc1ccccc1	1	-8	-4	6	-2	1.1	0	1	-0.4	-1
4	Cc1ccc(S(=O)(=O)NNC(=O)C2CC=CCC2C(=O)O)cc1 (stereo not given)	3	-1	2	5	1	1.1	-5	7	-0.7	3
5	NC(=O)c1ccc(NCc2ccco2)c([N+](=O)[O-])c1	4	-1	4	-4	7	3.9	-2	1	-0.2	3
6	O=C(N/N=C/c1ccc(OC(=O)c2ccccc2Cl)cc1)c1ccc(O)cc1	7	-1	6	0	6	0.2	-10	5	0.6	-18
7	CCN(CC)CCCN1C(=O)C(=O)/C(=C(/O)c2ccc(OC)cc2)C1c1ccco1 (stereo not given)	1	1	-13	4	-1	3.2	3	-12	0.2	4
8	CC1=C(C(=O)N(C)C)CC(CC(=O)NC2CCCCC2)C(=O)N1Cc1ccccc1 (stereo not given)	-3	14	0	-1	1	-0.7	-1	-12	0.3	-2
9	CC(C)c1ccc(NCCC(=O)c2ccc(Br)cc2)cc1	2	10	-11	4	-5	0.9	-3	-3	0.1	14
10	CCN(Cc1cc(OC)c(OC)c(OC)c1)S(=O)(=O)c1ccccc1Br	1	12	2	-4	2	·	-4	23	0.6	-3
11	O=C(Nc1ncc(S(=O)(=O)c2ccc([N+](=O)[O-])cc2)s1)c1cccnc1	4	-10	4	-4	16	2.5	-3	4	0.7	-14
12	Cc1ccccc1NS(=O)(=O)c1ccc(OCCNS(C)(=O)=O)cc1	3	0	-4	5	-1	0.8	17*	9	0.0	-8
13	O=C(NCc1cccnc1)c1cc(S(=O)(=O)N2CCCC2)c(Cl)cc1Cl	0	-2	-1	0	-2	0.8	-3	-15	-0.1	4
14	CCOc1ccc(N(CC(=O)NC2CC3CCC2C3)S(=O)(=O)c2ccccc2)cc1 (stereo not given)	-2	1	3	2	-5	-0.7	3	10	0.3	-1
15	CC(=O)Oc1c2occc2cc2ccc(=O)oc12	-5	0	-13	-3	5	-0.1	2	13	-3.8	-4
16	Cc1nnc(NC(=O)Nc2cccc(Cl)c2)s1	-1	-1	2	4	50*	1.6	-8	-5	0.4	-11
17	CC[C@]12c3[nH]c4cc(-c5ccco5)ccc4c3CCN1C(=O)[C@@H](CC(=O)NCc1cccc(C(F)(F)F)c1)C[C@@H]2C(=O)N1CCN(C(=O)C2CC2)CC1	-5	-2	-473	8	13	-4.8	0	6	-3.8	-16
18	O=C(NN1C(=O)/C(=C\c2cccnc2)SC1=S)C(c1ccccc1)c1ccccc1	0	-1	-1	-1	29	1.4	1	1	0.1	11
19	CCCCNc1c(-c2ccc(SC3CCCCC3)cc2)nc2ccccn12	10	-6	i	-3	4	5.0	-8	1	-25	6
20	N#CCSc1nc2c(sc(=S)n2Cc2ccco2)c(=O)n1-c1ccc(F)cc1	-1	7	19	-5	11	0.4	4	-3	-0.7	6
21	Cc1ccc(C)c(C(=O)CC2(O)C(=O)Nc3ccccc32)c1 (stereo not given)	-1	6	8	-5	3	0.1	1	5	-0.4	1
22	Cc1cccc(C)c1NC(=S)NC(=O)c1cccc(Cl)c1	-4	2	-12	-1	1	·	-2	3	0.7	9
23	COC(=O)/C(=N/Nc1ccccc1OC)N1CCCc2ccccc21	-9	-6	11	-5	-3	-0.1	-5	-1	0.9	-1
24	O=C1OCCN/C1=C\C(=O)c1ccc(Cl)cc1	15	4	-4	0	4	3.6	8	-1	-0.2	1
25	CCOc1ccc(N/C=C/C(=O)c2ccc(OC)cc2)cc1	3	0	-1	-4	2	1.5	-4	-5	-0.2	-20
26	CC1CCCN(C(=O)c2ccc(S(=O)(=O)Nc3ccccc3Cl)cc2)C1 (stereo not given)	-2	1	-5	-2	8	1.7	9	4	-0.9	-9
27	COC(=O)c1sccc1NC(=S)Nc1ccc(OC)cc1	-6	-9	0	2	-4	0.0	-2	-2	0.2	11
28	CC(=O)c1ccc(NC(=S)Nc2ccc(Br)c(Cl)c2)cc1	7	-4	-1	-5	6	0.6	-2	-2	0.0	5
29	O=C(C1CCN(S(=O)(=O)c2cccc3nsnc23)CC1)N1CC=C(c2ccccc2)CC1	-1	10	2	4	7	-2.0	3	-2	-0.3	-11
30	CC(=O)c1cccc(NC(=O)c2ccncc2)c1	-1	2	-2	6	3	-1.5	-3	2	0.3	6

# A second format for part of the listing above.
[29] O=C(C1CCN(S(=O)(=O)c2cccc3nsnc23)CC1)N1CC=C(c2ccccc2)CC1
[17] CC[C@]12c3[nH]c4cc(-c5ccco5)ccc4c3CCN1C(=O)[C@@H](CC(=O)NCc1cccc(C(F)(F)F)c1)C[C@@H]2C(=O)N1CCN(C(=O)C2CC2)CC1
[18] O=C(NN1C(=O)/C(=C\c2cccnc2)SC1=S)C(c1ccccc1)c1ccccc1
[19] CCCCNc1c(-c2ccc(SC3CCCCC3)cc2)nc2ccccn12
[27] COC(=O)c1sccc1NC(=S)Nc1ccc(OC)cc1
[22] Cc1cccc(C)c1NC(=S)NC(=O)c1cccc(Cl)c1
[23] COC(=O)/C(=N/Nc1ccccc1OC)N1CCCc2ccccc21

entry no.	29	17	18	19	27	22	23
GC-A act	-1	-5	0	10	-6	-4	-9
ARFGAP1 inhibitor	10	-2	-1	-6	-9	2	-6
ADAM10 inh	2	-473	-1	i	0	-12	11
GC-B act	4	8	-1	-3	2	-1	-5
rCAG binder	7	13	29	4	-4	1	-3
GAA850 FXN act	-2.0	-4.8	1.4	5.0	0.0	·	-0.1
DDE Tn6 FP inh	3	0	1	-8	-2	-2	-5
ASAP1 GAP inh	-2	6	1	1	-2	3	-1
proKLK7 act	-0.3	-3.8	0.1	-25	0.2	0.7	0.9
HGIII-sPLA2 inh	-11	-16	11	6	11	9	-1

# 2 compounds drawn at random from the list so far:
cpd	SMILES	GC-A act	ARFGAP1 inhibitor	ADAM10 inh	GC-B act	rCAG binder	GAA850 FXN act	DDE Tn6 FP inh	ASAP1 GAP inh	proKLK7 act	HGIII-sPLA2 inh
23	COC(=O)/C(=N/Nc1ccccc1OC)N1CCCc2ccccc21	-9	-6	11	-5	-3	-0.1	-5	-1	0.9	-1
21	Cc1ccc(C)c(C(=O)CC2(O)C(=O)Nc3ccccc32)c1 (stereo not given)	-1	6	8	-5	3	0.1	1	5	-0.4	1

# Other records
cpd	SMILES	GC-A act	ARFGAP1 inhibitor	ADAM10 inh	GC-B act	rCAG binder	GAA850 FXN act	DDE Tn6 FP inh	ASAP1 GAP inh	proKLK7 act	HGIII-sPLA2 inh
31	CCn1cc(S(=O)(=O)Nc2ccc(Cl)cc2F)cn1	4	-4	-2	-5	-1	-0.3	7	-8	0.1	-3
32	COc1ccc(CNC(=O)CCCNS(=O)(=O)c2cccc3nonc23)cc1	1	1	-8	2	0	-1.2	9	-5	-0.5	1
33	COCCN1CCN(C(=O)c2cc(COc3cncc(Cl)c3)on2)CC1	2	-4	-5	0	-4	0.8	-8	12	0.0	-3
34	CC(=O)c1ccc(OCCCC(=O)Nc2cccc(S(=O)(=O)N3CCCCC3)c2)cc1	-2	-18	-5	0	2	1.0	7	2	0.4	-12
35	Nc1nc(Nc2ccccc2)sc1C(=O)c1ccccc1	-1	-9	10	-4	5	22*	2	5	-0.7	-13
36	CCOc1ccc(C(=O)NC2CCN(S(C)(=O)=O)CC2)cc1	-2	-6	0	4	1	1.4	2	14	0.8	0
37	Cc1ccc(CNC(=O)CCS(=O)(=O)c2cccc3nsnc23)cc1	4	15	-2	4	-2	-0.3	2	-6	0.4	8
38	O=S(=O)(c1ccc(N2CCN(CCO)CC2)nc1)N1CCCCC1	1	-7	6	-1	-3	-1.6	1	-14	-0.3	4
39	Cc1oc(-c2cccs2)nc1CN1CCN(C(C)C)C(CCO)C1 (stereo not given)	-4	6	-8	-1	-2	2.8	-3	2	-0.8	3
40	COc1ccc(S(=O)(=O)N2CCN(C(=O)CSC(=S)N3CCCC3)CC2)cc1	1	-4	0	-5	4	-0.5	4	-15	0.0	-9
41	CC(C)Cn1c(=O)c(C(=O)Nc2ccncc2)c(O)c2ccccc21	-10	-2	-2	-13	3	1.6	11	-7	-0.4	-2
42	CN1OC[C@@H]2CN(C(=S)NCCc3ccccc3)[C@H](c3ccc(N4CCCCC4)cc3)C[C@@H]21	0	13	2	-4	1	·	6	18	0.8	9
43	Cc1cc(C(=O)NNc2ccc(F)cc2)no1	-1	4	-5	0	1	0.7	8	3	0.6	0
44	CC(=O)N1c2ccc(S(=O)(=O)NCC3CCC(C(=O)N4CC(C)CC(C)C4)CC3)cc2CC1C (stereo not given)	2	5	-8	2	-7	0.9	-1	10	0.4	-4
45	CC(=O)c1ccc(OCCCC(=O)OCC(=O)Nc2c(C)nn(-c3ccccc3)c2C)cc1	-5	1	-17	1	-1	0.8	-2	-2	-0.3	8
46	Cc1nn(C)cc1S(=O)(=O)N1CCN(c2ccccc2F)CC1	6	1	0	4	-6	-1.9	0	-1	-0.2	5
47	CSc1ncccc1C(=O)NC1CCCCCCC1	3	7	3	0	-6	2.8	6	-10	0.0	1
48	O=C(Nc1ccccc1)Nc1nnc(Cc2ccc(F)cc2)s1	4	-1	-1	3	36*	0.7	-3	3	0.1	-9
49	CCn1c(N)c(Br)c(=O)[nH]c1=O	6	3	-7	-2	-1	0.3	-5	4	0.0	-3
50	Cc1[nH]n(-c2ccc([N+](=O)[O-])cc2)c(=O)c1C=NCCN1CCN(C(=O)C(C)C)CC1	2	0	11	7	-2	-0.4	5	7	-0.2	-1
51	CCN(CC(=O)NCc1ccc(Cl)cc1)CC(=O)Nc1ccc(C(N)=O)cc1	2	9	0	0	-1	-0.7	-1	3	-0.4	5
52	COc1ccc(CN2CCOCC2)c(C)c1C	5	3	1	2	-1	-1.8	-1	5	-0.3	2
